Bioassay records (PubChem BioAssay)
MC4R antag cAMP: antagonists of human melanocortin 4 receptor (MC4R) | P32245 | MC4R-expressing cells, MTII-stimulated cAMP, LANCE TR-FRET | inhibition, % at 6.5 µM | actives 0.48% (n = 360,000) | AID 540295;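 active = inhibition above its plate's cutoff, the mean of tested wells on that plate plus 3 SD, cut at about 29% in these data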;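 also: 0% = Melanotan II alone and 100% = Melanotan II plus saturating MCL0020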
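System – human MC4R-expressing U2OS cells · Also added – Melanotan II · Dosing – one concentration, 6.5 µM nominal · Timing – 30-min compound, 1-h challenge, 1-h detection, room temperature · Measured by – Eu-cAMP/anti-cAMP TR-FRET, emission 671 nm · Replicates – singlicate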
SRC3 inh: human NCOA3 inhibition; Q9Y6Q9; HEK293 GAL4-SRC3 luciferase reporter, luminescence; inhibition, % at 3.6 µM; actives 0.17% (n = 360,000); AID 588352;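 active = inhibition above a per-campaign cutoff, the mean of all compounds plus 3 SD, cut at about 60% in these data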;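 also: 0% = DMSO-treated cells and 100% = gossypol-treated cells at 36 µM; higher means less SRC3-driven luciferase light from the GAL4 reporter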
NR2F2 inh: inhibitors of human COUP-TFII (NR2F2); P24468; HEK293T NGFI-A luciferase reporter, luminescence; inhibition, % at 8.6 µM; actives 0.7% (n = 370,000); AID 686940;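 active = inhibition above a per-plate cutoff, mean inhibition of test wells between control levels plus 3 SD, cut at about 38% in these data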;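 also: cells cotransfected with COUP-TFII expression vector driving the NGFI-A reporter; 0% = median of COUP-TF2 test wells and 100% = reporter-only cells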
LRH-1 inv ag: inverse agonists of human LRH-1 (NR5A2) | inhibition, % at 3.6 µM | actives 0.13% (n = 360,000) | O00482 | HEK293T StAR-luciferase reporter, LRH-1 transfected, 24 h;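 active = inhibition above the mean inhibition of all tested compounds plus 3 SD, cut at about 73% in these data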;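 also: 0% = DMSO wells and 100% = reporter-only cells lacking LRH-1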
MC4R ag barr: human MC4R agonism via beta-arrestin; P32245; U2OS MC4R beta-arrestin complementation, luminescence; percent of melanotan II response, DMSO zero; activation, % at 8.9 µM; actives 0.98% (n = 360,000); AID 540308;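 active = activation above a per-plate cutoff, the mean activation of sample wells on that plate plus 3 SD, cut at about 8% in these data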
ABHD5-PLIN5 inh: ABHD5-PLIN5 protein interaction inhibition; Split G. princeps luciferase complementation, luminescence, 4 h; inhibition, % at 4 µM; actives 0.78% (n = 360,000);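 active = inhibition above the mean inhibition across every tested compound plus 3 SD, cut at about 22% in these data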;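 also: 0% = DMSO only wells and the 100% control is not disclosed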
LMP1 NFkB inh: Epstein-Barr LMP1 NF-kappaB reporter inhibition | LMP1-induced NF-kappaB luciferase reporter cells, luminescence | inhibition, % at 12.5 µM | actives 0.69% (n = 350,000) | AID 504558; in the data active = inhibition above about 41%;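 also: 0% = neutral control wells and 100% = reference inhibitor control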
NOD2 RIPK2 PPI: inhibitors of human NOD2-RIPK2 interaction; O43353; CHO BLA complementation NOD2-RIPK2, CCF4 ratio; inhibition, % at 4.98 µM; actives 0.38% (n = 360,000); AID 624267; in the data active = inhibition above about 21%;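 also: 0% = vehicle only and 100% = reference blocker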
TLR9-MyD88 inh: inhibitors of human TLR9-MyD88 binding. CHO BLA complementation TLR9-MyD88, CCF4 FRET ratio. AID 504734. inhibition, % at 4.98 µM. actives 0.21% (n = 340,000);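 active = inhibition above the mean over all tested compounds plus 3 SD, cut at about 21% in these data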;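 also: 0% = DMSO only wells and 100% = clavulanate BLA inhibitor control wells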
SRC1 inh: inhibitors of human steroid receptor coactivator 1 (SRC1) | HEK293 GAL4-SRC1 luciferase reporter, luminescence | inhibition, % at 3.6 µM | actives 0.12% (n = 360,000) | AID 588354;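 active = inhibition above the campaign mean plus 3 SD, with each screening campaign given its own cutoff, cut at about 60% in these data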;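 also: 0% = DMSO treated cells and 100% = gossypol at 36 µM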
NCOA2 inhibitor: human SRC2 (NCOA2) inhibition | actives 0.17% (n = 370,000) | Q15596 | HEK293 GAL4-SRC2 luciferase reporter, luminescence | inhibition, % at 9 µM | AID 651957;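 active = inhibition above the mean inhibition of all tested compounds plus 3 SD, set per campaign, cut at about 52% in these data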;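 also: 0% = DMSO treated cells and 100% = cells given Gossypol at 36 µM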
* = called active by the depositor. A portion of the library (hit frequency here may not be typical).

`CCc1c(C)sc(NC(=O)CN2CCN(C(=O)c3ccco3)CC2)c1C(=O)OC` gave MC4R antag cAMP 11.1, SRC3 inh 6.6, NR2F2 inh 25.0, LRH-1 inv ag 1.0, MC4R ag barr 1.3, ABHD5-PLIN5 inh -3.2, LMP1 NFkB inh 7.8, NOD2 RIPK2 PPI 7.4, TLR9-MyD88 inh 0.5, SRC1 inh 13.0 and NCOA2 inhibitor 19.2.
Screening O=C(Oc1ccc2c(=O)c(Cl)coc2c1)c1ccncc1 returned MC4R antag cAMP -3.1, SRC3 inh 4.9, NR2F2 inh -13.2, LRH-1 inv ag 2.4, MC4R ag barr -1.6, ABHD5-PLIN5 inh 4.5, LMP1 NFkB inh -14.4, NOD2 RIPK2 PPI -5.8, TLR9-MyD88 inh 8.8, SRC1 inh -6.2 and NCOA2 inhibitor 12.4.
For CNC(=O)c1[nH]cnc1C(=O)Nc1ccccn1 the results were MC4R antag cAMP 14.8, SRC3 inh -2.7, NR2F2 inh 3.2, LRH-1 inv ag -0.7, MC4R ag barr -0.3, ABHD5-PLIN5 inh 2.0, LMP1 NFkB inh -6.0, NOD2 RIPK2 PPI -3.1, TLR9-MyD88 inh -0.6, SRC1 inh -21.6 and NCOA2 inhibitor -8.3.
Screening Cc1cc(NC(=O)c2ccc(Cl)cc2)n(CCC#N)n1 returned MC4R antag cAMP 0.6, SRC3 inh -18.1, NR2F2 inh 3.8, LRH-1 inv ag 18.4, MC4R ag barr -0.7, ABHD5-PLIN5 inh -6.7, LMP1 NFkB inh -6.0, NOD2 RIPK2 PPI -12.8, TLR9-MyD88 inh 4.4, SRC1 inh -2.7 and NCOA2 inhibitor -11.8.
CCCCC(=O)Oc1c(S(=O)(=O)c2ccccc2)c(C)nn1C(C)(C)C was read as MC4R antag cAMP -1.3, SRC3 inh -4.8, NR2F2 inh 15.5, LRH-1 inv ag 2.6, MC4R ag barr 2.1, ABHD5-PLIN5 inh -2.0, LMP1 NFkB inh 6.2, NOD2 RIPK2 PPI -4.4, TLR9-MyD88 inh -1.9, SRC1 inh -1.8 and NCOA2 inhibitor 2.7.
Screening COc1cccc(NC(=O)CN(C)C(=O)c2ccc(OCC3CCCO3)cc2)c1 (configuration not stated) returned MC4R antag cAMP 3.5, SRC3 inh 9.0, NR2F2 inh 1.0, LRH-1 inv ag 4.8, MC4R ag barr -1.7, ABHD5-PLIN5 inh 0.7, LMP1 NFkB inh -3.4, NOD2 RIPK2 PPI 5.1, TLR9-MyD88 inh -2.3, SRC1 inh -26.7 and NCOA2 inhibitor -2.5.
Screening O=C(N/N=C/C(Br)=C/c1ccccc1)c1ccccc1[N+](=O)[O-] returned MC4R antag cAMP -3.9, SRC3 inh -21.5, NR2F2 inh -28.8, LRH-1 inv ag -2.0, MC4R ag barr 1.5, ABHD5-PLIN5 inh 0.3, LMP1 NFkB inh 32.8, NOD2 RIPK2 PPI 8.8, TLR9-MyD88 inh 0.2, SRC1 inh -10.2 and NCOA2 inhibitor -8.4.
COc1ccc(C2=CC3=C(Br)C(=O)C(C)(O)C(=O)C3=CO2)cc1 (configuration not stated) was read as MC4R antag cAMP 34.8*, SRC3 inh 13.6, LRH-1 inv ag 14.9, MC4R ag barr 1.4, ABHD5-PLIN5 inh 10.2, LMP1 NFkB inh -2.8, NOD2 RIPK2 PPI 8.1, TLR9-MyD88 inh 0.5 and SRC1 inh -3.1.
For NC1=NC(=O)/C(=C\c2ccco2)S1 the results were MC4R antag cAMP -8.2, SRC3 inh 10.7, NR2F2 inh 4.1, LRH-1 inv ag -16.4, MC4R ag barr -1.3, ABHD5-PLIN5 inh 1.7, LMP1 NFkB inh -2.8, NOD2 RIPK2 PPI 3.2, TLR9-MyD88 inh 0.2, SRC1 inh -20.0 and NCOA2 inhibitor 6.6.
`CC(C)C[C@H](NC(=O)Nc1ccc2c(c1)OCCO2)C(=O)O` gave MC4R antag cAMP 8.4, SRC3 inh 9.5, NR2F2 inh -8.1, LRH-1 inv ag -3.2, MC4R ag barr -1.5, ABHD5-PLIN5 inh -4.2, LMP1 NFkB inh 3.5, NOD2 RIPK2 PPI 6.1, TLR9-MyD88 inh 0.7, SRC1 inh -10.3 and NCOA2 inhibitor 1.4.
`COc1cccc(-c2nc(CS(=O)(=O)CC(=O)Nc3ccccc3Br)c(C)o2)c1` gave MC4R antag cAMP 7.3, SRC3 inh 4.8, NR2F2 inh 14.1, LRH-1 inv ag 5.9, MC4R ag barr -1.7, ABHD5-PLIN5 inh -4.5, LMP1 NFkB inh -2.5, NOD2 RIPK2 PPI -12.8, TLR9-MyD88 inh -9.0, SRC1 inh -11.4 and NCOA2 inhibitor 11.4.
`COc1ccc(/C=C2\C(=O)N(Cc3ccc(F)cc3)CC(=O)N2Cc2ccccc2)cc1` gave MC4R antag cAMP 1.0, SRC3 inh 20.6, NR2F2 inh 3.0, LRH-1 inv ag -0.8, MC4R ag barr 0.5, ABHD5-PLIN5 inh -2.7, LMP1 NFkB inh 1.0, NOD2 RIPK2 PPI -1.3, TLR9-MyD88 inh -8.7, SRC1 inh -0.7 and NCOA2 inhibitor -16.3.
CCOc1ccc(-c2cn3ccccc3n2)cc1 was read as MC4R antag cAMP -5.4, SRC3 inh -47.1, NR2F2 inh -18.4, LRH-1 inv ag -123.4, MC4R ag barr 0.1, ABHD5-PLIN5 inh 5.5, LMP1 NFkB inh 33.1, NOD2 RIPK2 PPI 1.9, TLR9-MyD88 inh 4.3, SRC1 inh -89.3 and NCOA2 inhibitor -23.4.
O=C(N/N=C/c1ccccc1F)c1cccc2ccccc12 was read as MC4R antag cAMP 3.7, SRC3 inh -62.5, NR2F2 inh -31.4, LRH-1 inv ag 3.7, MC4R ag barr -2.4, ABHD5-PLIN5 inh -9.1, LMP1 NFkB inh -19.1, NOD2 RIPK2 PPI 6.5, TLR9-MyD88 inh -6.1, SRC1 inh -28.5 and NCOA2 inhibitor -36.7.
For Cc1cc(NC(=O)CSc2ccccc2)no1 the results were MC4R antag cAMP 5.7, SRC3 inh -2.0, NR2F2 inh 3.3, LRH-1 inv ag -4.5, MC4R ag barr -0.4, ABHD5-PLIN5 inh -7.1, LMP1 NFkB inh 6.2, NOD2 RIPK2 PPI -1.9, TLR9-MyD88 inh 1.6, SRC1 inh 0.6 and NCOA2 inhibitor -15.1.
CCn1ncc(CNC(=O)C2(C)CC2(Br)Br)c1C (configuration not stated) was read as MC4R antag cAMP 8.3, SRC3 inh -0.5, NR2F2 inh 3.3, LRH-1 inv ag 14.4, MC4R ag barr -0.5, ABHD5-PLIN5 inh 0.3, LMP1 NFkB inh 1.9, NOD2 RIPK2 PPI -15.9, TLR9-MyD88 inh 5.3, SRC1 inh 3.3 and NCOA2 inhibitor -3.8.
COc1cc(OC)cc(C(=O)NCC(=O)N2CCN(S(=O)(=O)c3ccccc3F)CC2)c1 was read as MC4R antag cAMP 7.9, SRC3 inh -0.7, NR2F2 inh 11.6, LRH-1 inv ag -4.9, MC4R ag barr -2.2, ABHD5-PLIN5 inh -2.8, LMP1 NFkB inh 0.0, NOD2 RIPK2 PPI -0.7, TLR9-MyD88 inh -1.9, SRC1 inh -13.1 and NCOA2 inhibitor -9.7.
`COc1cc(CN(C)Cc2cc(=O)oc3cc(C)c(Cl)cc23)ccc1OC(F)F` gave MC4R antag cAMP 6.7, SRC3 inh -3.0, NR2F2 inh -4.9, LRH-1 inv ag 13.4, MC4R ag barr -1.8, ABHD5-PLIN5 inh -5.6, LMP1 NFkB inh 11.0, NOD2 RIPK2 PPI 0.0, TLR9-MyD88 inh -9.5, SRC1 inh 9.3 and NCOA2 inhibitor -13.6.
Screening COc1ccc(N2CCN(C(=O)C3(S(=O)(=O)c4ccc(C)cc4)CC3)CC2)cc1 returned MC4R antag cAMP 17.5, SRC3 inh -2.8, NR2F2 inh 6.6, LRH-1 inv ag -11.2, MC4R ag barr -0.7, ABHD5-PLIN5 inh -1.6, LMP1 NFkB inh 1.7, NOD2 RIPK2 PPI 3.3, TLR9-MyD88 inh -13.1, SRC1 inh 14.8 and NCOA2 inhibitor -4.7.
Screening CCOc1ccc(-n2c(C)c(C(C)=O)c(C(C)=O)c2C)cc1 returned MC4R antag cAMP 5.0, SRC3 inh 19.8, NR2F2 inh 5.0, LRH-1 inv ag -5.9, MC4R ag barr -1.3, ABHD5-PLIN5 inh 0.2, LMP1 NFkB inh 9.4, NOD2 RIPK2 PPI -2.7, TLR9-MyD88 inh -5.2, SRC1 inh -0.3 and NCOA2 inhibitor 13.4.
For O=C(NC1CCCCC1)N1CCN(c2ncccn2)CC1 the results were MC4R antag cAMP 8.6, SRC3 inh -6.4, NR2F2 inh 10.3, LRH-1 inv ag -24.2, MC4R ag barr 0.2, ABHD5-PLIN5 inh -3.6, LMP1 NFkB inh -0.6, NOD2 RIPK2 PPI 2.6, TLR9-MyD88 inh 6.4, SRC1 inh -1.6 and NCOA2 inhibitor -22.9.
O=C(CSc1ccccn1)Nc1ccc(N2CCOCC2)cc1 was read as MC4R antag cAMP 15.5, SRC3 inh -1.3, NR2F2 inh -5.5, LRH-1 inv ag 34.9, MC4R ag barr -0.8, ABHD5-PLIN5 inh -1.1, LMP1 NFkB inh -8.7, NOD2 RIPK2 PPI -7.8, TLR9-MyD88 inh -11.4, SRC1 inh -16.9 and NCOA2 inhibitor 20.5.
O=[N+]([O-])c1ccc(-c2nc(NCc3ccccc3)c3ccccc3n2)cc1 was read as MC4R antag cAMP 3.3, SRC3 inh 2.3, NR2F2 inh -9.9, LRH-1 inv ag -5.2, MC4R ag barr -1.6, ABHD5-PLIN5 inh 7.3, LMP1 NFkB inh -3.9, NOD2 RIPK2 PPI -7.3, TLR9-MyD88 inh 2.6, SRC1 inh -11.9 and NCOA2 inhibitor 9.2.
Screening CC(=O)OCC1(O)CC23CCC4c5ccoc5CCC4(C)C2CCC1C3 (configuration not stated) returned MC4R antag cAMP 4.3, SRC3 inh -8.5, NR2F2 inh -0.8, LRH-1 inv ag -22.1, MC4R ag barr -1.7, ABHD5-PLIN5 inh 6.8, LMP1 NFkB inh 4.0, NOD2 RIPK2 PPI -11.8, TLR9-MyD88 inh -1.4, SRC1 inh -1.0 and NCOA2 inhibitor 22.4.
`COc1ccc(C(=O)Cc2nnc(C)s2)c(OC)c1` gave MC4R antag cAMP 13.4, SRC3 inh -20.6, NR2F2 inh -10.9, LRH-1 inv ag -41.4, MC4R ag barr -0.2, ABHD5-PLIN5 inh 8.3, LMP1 NFkB inh -6.3, NOD2 RIPK2 PPI -6.7, TLR9-MyD88 inh 3.4, SRC1 inh -19.8 and NCOA2 inhibitor -3.0.
